GALR2 antag: GALR2 (human) receptor antagonism; O43603; GALR2-expressing cells, antagonist mode; 140,000 compounds, 0.39% hits; AID 828; inhibition, % at 4 µM; in the data active means inhibition above about 27%;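 further: cells stimulated with galanin 1-16 at roughly its EC80; 0% = agonist challenge control and 100% = basal control without agonist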
Target sequence (O43603 whole entry, looked up): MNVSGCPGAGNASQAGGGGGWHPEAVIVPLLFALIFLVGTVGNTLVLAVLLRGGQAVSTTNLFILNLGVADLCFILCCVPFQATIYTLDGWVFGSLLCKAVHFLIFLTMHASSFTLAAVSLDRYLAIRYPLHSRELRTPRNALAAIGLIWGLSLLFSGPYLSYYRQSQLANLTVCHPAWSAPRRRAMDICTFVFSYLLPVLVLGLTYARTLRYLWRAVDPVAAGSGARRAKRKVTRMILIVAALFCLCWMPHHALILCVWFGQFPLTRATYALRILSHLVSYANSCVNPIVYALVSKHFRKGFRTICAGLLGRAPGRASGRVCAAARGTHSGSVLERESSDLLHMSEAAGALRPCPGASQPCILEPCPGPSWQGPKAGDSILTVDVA
Yeast life ext: yeast lifespan extension | S. cerevisiae growth with nicotinamide, OD615; deaD strain in restrictive glucose medium | inhibition of the nicotinamide effect, % at 10 µM | AID 775 | 130,000 compounds, 0.68% hits;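 active means inhibition above a set limit, placed 3 SD over the median of all compounds, cut at about 26% in these data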;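 further: 0% = nicotinamide-treated wells and 100% = cells grown without nicotinamide; some compounds called inactive have numbers as strong as hits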
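assay system = DeaD-strain S. cerevisiae | buffer or medium = restrictive glucose medium | reagent = 1.5 mM nicotinamide | compound = 10 µM single point, 0.25% DMSO | incubation = 48 h compound exposure at 30 °C, humidified | signal = OD615 measurement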
MRP-1 activ: activators of MRP-1. AID 799. H69AR cells + doxorubicin, viability rescue, CellTiter-Glo. 140,000 compounds, 0.61% hits. viability increase, % at 10 µM;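 active means viability gain under doxorubicin at or above a set limit, the compound median plus 3 SD, cut at about 4.7% in these data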;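 further: MRP-1 overexpressing cells given doxorubicin 25 µM after compound pretreatment; 18-22 h compound pretreatment then 72 h with doxorubicin before readout; 0% = doxorubicin-only wells and 100% = vehicle-treated cells without doxorubicin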
Measles CPE: protection of cells from measles virus; AID 841; protection (pct of control), % at 4 µM; Measles virus-infected cells, CPE protection, absorbance; 140,000 compounds, 1.5% hits; in the data active means protection mostly above about 24%, no sharp cut-off; inactive means mostly below about 26%; further: some compounds called inactive have numbers as strong as hits
HCT116 bCat-KO: beta-catenin-lacking colon tumor cell growth suppression; HCT116 beta-catenin knockout viability, CellTiter-Glo, 60 h; hits give low values; viability, % at 10 µM; 140,000 compounds, 1.5% hits;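 active means viability at or under a set limit, the compound median less 4 SD, cut at about 6% in these data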;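 further: 0% = Hyamine 1622 control at 20 µM and 100% = untreated cell control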
NPY-Y2 antag: NPY-Y2 (human) receptor antagonism; P49146; NPY-Y2 expressing cells, antagonist mode; inhibition, % at 2.7 µM; 140,000 compounds, 0.99% hits; in the data active means inhibition above about 17%;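 further: 0% = vehicle with agonist challenge and 100% = reference antagonist with challenge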
Target sequence (P49146 whole entry, looked up): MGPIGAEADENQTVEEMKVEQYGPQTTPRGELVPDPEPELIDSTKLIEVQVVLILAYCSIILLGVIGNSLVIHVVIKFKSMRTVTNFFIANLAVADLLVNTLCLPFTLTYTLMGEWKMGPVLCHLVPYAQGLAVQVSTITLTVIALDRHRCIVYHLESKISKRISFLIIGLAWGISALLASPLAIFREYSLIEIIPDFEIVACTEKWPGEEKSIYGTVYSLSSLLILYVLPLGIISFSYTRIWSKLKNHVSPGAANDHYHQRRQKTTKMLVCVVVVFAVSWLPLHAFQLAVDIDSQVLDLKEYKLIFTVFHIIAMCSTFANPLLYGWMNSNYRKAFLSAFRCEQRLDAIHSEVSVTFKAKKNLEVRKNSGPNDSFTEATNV
E-sel TNF inh: TNF alpha driven E-selectin expression inhibition; HUVEC TNFa-induced E-selectin immunofluorescence, high content; inhibition, % at 2 µM; 120,000 compounds, 0.71% hits; AID 1246;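 active means inhibition above the batch mean plus 3 SD, and confirmed as a hit on visual image review, cut at about 43% in these data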;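 further: 0% = TNF-stimulated DMSO wells and 100% = unstimulated control wells; not every result past the cut was called active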
HCT116 PTEN-null: growth suppressors of cells with PTEN tumor suppressor deletion | HCT116 PTEN-null viability, CellTiter-Glo, 60 h; hits give low values | viability, % at 10 µM | 140,000 compounds, 1.2% hits | AID 827;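 active means viability at or below a set limit, 4 SD under the median of all tested compounds, cut at about 3.7% in these data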;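 further: PTEN knockout HCT116 line with beta catenin targeted HCT116 as companion control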
BB579 growth dn: yeast BB579 growth reduction in restrictive medium; 140,000 compounds, 0.51% hits; S. cerevisiae BB579 growth, OD615, 48 h; AID 804; inhibition, % at 10 µM;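 active means inhibition above a set limit, 3 SD over the mean compound inhibition, cut at about 44% in these data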; further: inactives centre near -24
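Assay system – yeast BB579 (DeaD) · Dosing – single compound dose of 10 µM, 0.25% DMSO final · Detection – OD615 turbidity measurement · Buffer or medium – CSMM-D restrictive synthetic medium containing dextrose (glucose) · Benchmarks – positive control amphotericin B 10 µg/mL · Incubation – 48 h exposure, 30 °C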
Phagocytosis inh: inhibitors of macrophage phagocytosis. J774A.1 macrophage IgG-bead phagocytosis, imaging. inhibition, % at 5 µM. 110,000 compounds, 0.07% hits. AID 1029;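 active means inhibition above the mean of the plate negative controls plus 5 SD, cut at about 13% in these data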;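 further: phagocytic index as fraction of beads internalized from green versus red external bead signal; plate controls were DMSO negative control for no effect and cytochalasin-D positive control for full effect; some results beyond the cut were filed as inactive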
* = called active by the depositor.

How did CCOC(=O)c1cnc(SCC(=O)N2CCN(c3ccccc3)CC2)nc1N do in these assays?
GALR2 antag: 2; Yeast life ext: -21; MRP-1 activ: -1.8; Measles CPE: 4; HCT116 bCat-KO: 99; NPY-Y2 antag: 7; E-sel TNF inh: -17; HCT116 PTEN-null: 93; BB579 growth dn: 4; Phagocytosis inh: 1

How did CC(=O)C1=C(C)NC(SCC(=O)c2ccc(Cl)cc2)=C(C#N)C1c1ccco1 (stereo unspecified) do in these assays?
GALR2 antag: -8; Yeast life ext: 5; MRP-1 activ: -1.0; Measles CPE: 6; HCT116 bCat-KO: 55; NPY-Y2 antag: 1; HCT116 PTEN-null: 49; BB579 growth dn: -36; Phagocytosis inh: 0

Results for CC(NC(=O)COc1ccc(Br)cc1)C(=O)O (stereo unspecified) ?
GALR2 antag: 7; Yeast life ext: -9; MRP-1 activ: 0.2; Measles CPE: 23; HCT116 bCat-KO: 108; NPY-Y2 antag: 0; E-sel TNF inh: 9; HCT116 PTEN-null: 114; BB579 growth dn: -51; Phagocytosis inh: 0

What do the screens show for `Cc1ccc(S(=O)(=O)NCC(=O)OCC(=O)c2cccs2)cc1`?
GALR2 antag: -4; Yeast life ext: 2; MRP-1 activ: 0.4; Measles CPE: 14; HCT116 bCat-KO: 96; NPY-Y2 antag: 2; E-sel TNF inh: 5; HCT116 PTEN-null: 90; BB579 growth dn: -13; Phagocytosis inh: 1

What do the screens show for `COc1cccc(OC)c1C(=O)NC(=S)Nc1ccc2oc(=O)ccc2c1`?
GALR2 antag: 8; Yeast life ext: 2; MRP-1 activ: 0.4; Measles CPE: 22; HCT116 bCat-KO: 91; NPY-Y2 antag: 3; E-sel TNF inh: -46; HCT116 PTEN-null: 104; BB579 growth dn: -21; Phagocytosis inh: -8

What do the screens show for `Cc1ccc(S(=O)(=O)/C(C#N)=C/c2c(N3CCOCC3)nc3ccccn3c2=O)cc1`?
GALR2 antag: -5; Yeast life ext: -16; MRP-1 activ: -4.3; Measles CPE: 13; HCT116 bCat-KO: 89; NPY-Y2 antag: -3; E-sel TNF inh: -16; HCT116 PTEN-null: 90; BB579 growth dn: 10; Phagocytosis inh: 1

What do the screens show for `O=C1CN(C(=O)CSc2nc(-c3ccccc3)cs2)c2ccccc2N1`?
GALR2 antag: 7; Yeast life ext: -2; MRP-1 activ: 1.5; Measles CPE: 7; HCT116 bCat-KO: 100; NPY-Y2 antag: 2; E-sel TNF inh: 15; HCT116 PTEN-null: 87; BB579 growth dn: -44; Phagocytosis inh: -3

Results for CC1CCCC(NC(=O)COC(=O)COc2ccc(Cl)cc2)C1C (stereo unspecified) ?
GALR2 antag: 2; Yeast life ext: -4; MRP-1 activ: -0.4; Measles CPE: 7; HCT116 bCat-KO: 93; NPY-Y2 antag: 3; E-sel TNF inh: 1; HCT116 PTEN-null: 90; BB579 growth dn: -40

What do the screens show for `COc1ccc(OC)c(NC(=O)CCC(=O)Nc2nnc(C(F)(F)F)s2)c1`?
GALR2 antag: 10; Yeast life ext: -8; MRP-1 activ: 0.1; Measles CPE: 2; HCT116 bCat-KO: 19; NPY-Y2 antag: 2; HCT116 PTEN-null: 21; BB579 growth dn: -37; Phagocytosis inh: 0

Results for COc1cccc(Nc2nc(N)nc(-c3oc4ccccc4c3C)n2)c1 ?
GALR2 antag: 1; Yeast life ext: -21; MRP-1 activ: -5.7; Measles CPE: 4; HCT116 bCat-KO: 13; NPY-Y2 antag: -2; E-sel TNF inh: 19; HCT116 PTEN-null: 13; BB579 growth dn: -48

Molecules above containing a furan ring, fused or not (two):
How did CC(=O)C1=C(C)NC(SCC(=O)c2ccc(Cl)cc2)=C(C#N)C1c1ccco1 (stereo unspecified) do in these assays?
GALR2 antag: -8; Yeast life ext: 5; MRP-1 activ: -1.0; Measles CPE: 6; HCT116 bCat-KO: 55; NPY-Y2 antag: 1; HCT116 PTEN-null: 49; BB579 growth dn: -36; Phagocytosis inh: 0

Results for COc1cccc(Nc2nc(N)nc(-c3oc4ccccc4c3C)n2)c1 ?
GALR2 antag: 1; Yeast life ext: -21; MRP-1 activ: -5.7; Measles CPE: 4; HCT116 bCat-KO: 13; NPY-Y2 antag: -2; E-sel TNF inh: 19; HCT116 PTEN-null: 13; BB579 growth dn: -48

Following part:
What do the screens show for `CC(C)(C)c1ccc(NC(=O)COC(=O)c2ccc([N+](=O)[O-])s2)cc1`?
GALR2 antag: -2; Yeast life ext: -11; MRP-1 activ: -1.9; Measles CPE: 4; HCT116 bCat-KO: 80; NPY-Y2 antag: 1; E-sel TNF inh: 7; HCT116 PTEN-null: 87; BB579 growth dn: 100*; Phagocytosis inh: 5

Results for COc1ccc2[nH]c(=O)c(CN(C(=O)c3ccncc3)C(C)C)cc2c1 ?
GALR2 antag: 0; Yeast life ext: -10; MRP-1 activ: -0.8; HCT116 bCat-KO: 98; NPY-Y2 antag: 2; E-sel TNF inh: 4; HCT116 PTEN-null: 107; BB579 growth dn: -74; Phagocytosis inh: -1

How did O=C1CC(c2cccc(Cl)c2)CC(O)=C1C=NC1CCCC1 (stereo unspecified) do in these assays?
GALR2 antag: 3; Yeast life ext: -2; MRP-1 activ: 1.0; Measles CPE: 9; HCT116 bCat-KO: 93; NPY-Y2 antag: 2; E-sel TNF inh: -11; HCT116 PTEN-null: 96; BB579 growth dn: -53; Phagocytosis inh: -5

What do the screens show for `Cc1ccc(S(=O)(=O)NNC(=O)c2cccs2)c(C)c1`?
GALR2 antag: 4; Yeast life ext: 4; MRP-1 activ: 2.4; Measles CPE: 4; HCT116 bCat-KO: 87; NPY-Y2 antag: 2; E-sel TNF inh: 7; HCT116 PTEN-null: 100; BB579 growth dn: -42; Phagocytosis inh: -4

How did CCOC(=O)N1CCN(C(=O)COc2cc(=O)n(C)c3ccccc23)CC1 do in these assays?
GALR2 antag: 1; Yeast life ext: -2; MRP-1 activ: 0.1; Measles CPE: 16; HCT116 bCat-KO: 103; NPY-Y2 antag: 1; E-sel TNF inh: 14; HCT116 PTEN-null: 96; BB579 growth dn: -22

What do the screens show for `CCOC(=O)c1cnc(-c2ccccc2)nc1Oc1ccc(C)cc1`?
GALR2 antag: 2; Yeast life ext: -10; MRP-1 activ: -1.6; Measles CPE: 6; HCT116 bCat-KO: 89; NPY-Y2 antag: 4; E-sel TNF inh: 20; HCT116 PTEN-null: 84; BB579 growth dn: -3

How did CCOc1ccc(CN(C(=O)c2ccco2)C2CCS(=O)(=O)C2)cc1 (stereo unspecified) do in these assays?
GALR2 antag: 3; Yeast life ext: -9; MRP-1 activ: -2.7; Measles CPE: 16; HCT116 bCat-KO: 94; NPY-Y2 antag: 2; E-sel TNF inh: -10; HCT116 PTEN-null: 87; BB579 growth dn: -29; Phagocytosis inh: 3

Results for Cc1ccc(OCC(O)CN2CCN(c3ccccc3)CC2)cc1 (stereo unspecified) ?
GALR2 antag: -3; Yeast life ext: -2; MRP-1 activ: 0.0; Measles CPE: 8; HCT116 bCat-KO: 101; NPY-Y2 antag: 10; HCT116 PTEN-null: 104; BB579 growth dn: -28

Results for CC(OC(=O)c1cc(Cl)ccc1[N+](=O)[O-])C(=O)NC(C)c1ccc(F)cc1 (stereo unspecified) ?
GALR2 antag: 10; Yeast life ext: 4; MRP-1 activ: -0.7; Measles CPE: 6; HCT116 bCat-KO: 84; NPY-Y2 antag: 2; E-sel TNF inh: -1; HCT116 PTEN-null: 97; BB579 growth dn: -53

Results for CC(=O)Nc1nonc1-c1nc2ccccc2n1N(C(C)=O)C(C)=O ?
GALR2 antag: 5; Yeast life ext: -8; MRP-1 activ: -1.2; Measles CPE: 26; HCT116 bCat-KO: 92; NPY-Y2 antag: 3; E-sel TNF inh: -3; HCT116 PTEN-null: 89; BB579 growth dn: -6; Phagocytosis inh: -1

What do the screens show for `CCOC(=O)C1CCN(C(=O)CCS(=O)(=O)c2ccc3c(c2)CCN3C(C)=O)CC1`?
GALR2 antag: -7; Yeast life ext: -9; MRP-1 activ: -1.2; Measles CPE: 10; HCT116 bCat-KO: 92; NPY-Y2 antag: -1; E-sel TNF inh: 15; HCT116 PTEN-null: 85; BB579 growth dn: 8; Phagocytosis inh: 0

How did CCn1cc(CNC(=O)CCc2ccc(OC)cc2)cn1 do in these assays?
GALR2 antag: 8; Yeast life ext: -13; MRP-1 activ: -2.0; Measles CPE: 8; HCT116 bCat-KO: 85; NPY-Y2 antag: 0; HCT116 PTEN-null: 77; BB579 growth dn: -39; Phagocytosis inh: -3

How did COC(=O)C1=C(C)NC2=C(C(=O)C(C(=O)OC)C(c3ccc(OC)cc3)C2)C1c1ccccn1 (stereo unspecified) do in these assays?
GALR2 antag: -2; Yeast life ext: -17; MRP-1 activ: -1.4; Measles CPE: 2; HCT116 bCat-KO: 99; NPY-Y2 antag: 1; E-sel TNF inh: -17; HCT116 PTEN-null: 107; BB579 growth dn: -12; Phagocytosis inh: 5

How did Cc1ccc(NC(=O)c2snc3c(=O)[nH]cnc23)cc1C do in these assays?
GALR2 antag: 6; Yeast life ext: 15; MRP-1 activ: 1.4; Measles CPE: 2; HCT116 bCat-KO: 108; NPY-Y2 antag: 1; E-sel TNF inh: 14; HCT116 PTEN-null: 101; BB579 growth dn: -73; Phagocytosis inh: 0

What do the screens show for `CC1(C)CC(N(Cc2ccco2)C(=O)Cc2ccccc2)CCO1` (stereo unspecified)?
GALR2 antag: 0; Yeast life ext: -7; MRP-1 activ: -3.4; Measles CPE: 17; HCT116 bCat-KO: 94; NPY-Y2 antag: 4; HCT116 PTEN-null: 92; BB579 growth dn: -14; Phagocytosis inh: -3

Results for Cn1c(CSCc2ccccc2Cl)nnc1SCC(=O)Nc1nccs1 ?
GALR2 antag: 2; Yeast life ext: -27; MRP-1 activ: -0.1; Measles CPE: 8; HCT116 bCat-KO: 89; NPY-Y2 antag: 3; E-sel TNF inh: 1; HCT116 PTEN-null: 84; BB579 growth dn: -37; Phagocytosis inh: -1

What do the screens show for `NC(=O)c1c(NC(=O)Cc2cccs2)sc2c1CCC2`?
GALR2 antag: 2; Yeast life ext: -11; MRP-1 activ: -1.3; Measles CPE: 45*; HCT116 bCat-KO: 83; NPY-Y2 antag: 1; E-sel TNF inh: 6; HCT116 PTEN-null: 86; BB579 growth dn: -43; Phagocytosis inh: -1

What do the screens show for `COc1ccc(CNCC(O)(c2ccc(Cl)cc2)c2ccc(Cl)cc2)cc1OC`?
GALR2 antag: -20; Yeast life ext: -11; MRP-1 activ: -6.0; Measles CPE: 4; HCT116 bCat-KO: 28; NPY-Y2 antag: 9; E-sel TNF inh: -12; HCT116 PTEN-null: 24; BB579 growth dn: -40; Phagocytosis inh: 0

Results for COc1ccc(NC(=O)CCn2nc(C)cc2C)cc1 ?
GALR2 antag: 8; Yeast life ext: -11; MRP-1 activ: 0.6; Measles CPE: 25; HCT116 bCat-KO: 106; NPY-Y2 antag: 0; E-sel TNF inh: -21; HCT116 PTEN-null: 122; BB579 growth dn: -54; Phagocytosis inh: 3

Assay outcomes deposited in PubChem by several laboratories.
